# Compound activity deposited in PubChem BioAssay by NMMLSC.
# MEP2 TOR yeast = modulators of TOR pathway MEP2-GFP in S. cerevisiae. actives 0.51% (n = 330,000). S. cerevisiae MEP2-GFP strain, flow cytometry GFP, 3 h; 100% = DMSO control level. GFP response vs DMSO, % at 10 µM;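 active means GFP response versus DMSO above a set limit, roughly screen mean plus 3 SD, cut at about 180% in these data; inconclusive means fewer than 70 cells counted for a yeast strain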;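 further: median GFP fluorescence of the barcode-gated MEP2-GFP cells per well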
# LAP4-GFP MLPCN = modulators of TOR pathway LAP4-GFP in S. cerevisiae; S. cerevisiae LAP4-GFP multiplex, flow cytometry GFP, 3 h; median GFP as percent of DMSO wells; GFP response vs DMSO, % at 10 µM; actives 0.34% (n = 320,000);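 active means GFP response vs DMSO above a set limit, about the screen mean plus 3 SD, cut at about 150% in these data; inconclusive means under 70 cell events counted for the yeast strain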
# CR mimetic SO = caloric restriction mimetics inhibiting age-related superoxide in yeast; S. cerevisiae aged cells, superoxide DHE fluorescence; active compounds read low; superoxide response (% of plate mean), % at 10 µM; actives 0.18% (n = 330,000); AID 2690;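 active means superoxide response under a set limit, about three screen SD below normal, cut at about 65% in these data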;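 further: yeast aged for seven days with compound at 30 °C before DHE staining; 100% = average MFI of all compound-treated wells on the plate with controls excluded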
# AGP1-GFP MLPCN = modulators of TOR pathway AGP1-GFP in S. cerevisiae; S. cerevisiae AGP1-GFP multiplex flow cytometry, 3 h; GFP as percent of DMSO wells; GFP response vs DMSO, % at 10 µM; actives 0.02% (n = 320,000); AID 2066;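 active means GFP response relative to DMSO above a set limit, near screen average plus 3 SD, cut at about 150% in these data; inconclusive means fewer than 70 cells counted for the yeast strain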;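 further: median GFP channel fluorescence of the gated AGP1 strain per well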
# RPL19A TOR yeast = alters RPL19A-GFP fluorescence in TOR pathway yeast screen | percent response vs DMSO, % at 10 µM | S. cerevisiae RPL19A-GFP strain, flow cytometry, 3 h; active compounds read low | actives 0.3% (n = 330,000);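 active means percent response vs DMSO below 50%; inconclusive means fewer than 70 events counted for the yeast strain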;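 further: median channel GFP fluorescence of the barcoded RPL19A-GFP strain; ratio of sample median GFP to plate DMSO average so 100% = DMSO; lower means less RPL19A-GFP as with rapamycin TOR inhibition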
# CIT2 TOR yeast = yeast TOR pathway CIT2-GFP modulation. S. cerevisiae CIT2-GFP strain, flow cytometry, 3 h; 100 means same as DMSO wells. GFP response vs DMSO, % at 10 µM. actives 0.065% (n = 320,000);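 active means GFP response relative to DMSO above a set limit, near the screen mean plus 3 SD, cut at about 150% in these data; inconclusive means Fewer than 70 cells measured for a yeast strain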;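 further: ratio of well median GFP fluorescence to mean of DMSO wells on the plate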
# VLA-4 inh = inhibition in a human VLA-4 binding assay. inhibition, % (about 7 µM as worked out from the volumes in the protocol). actives 0.2% (n = 330,000). VLA-4 expressing cells, ligand binding flow cytometry. AID 2557; in the data active means inhibition above about 50%
# Target sequence (P13612 whole entry, looked up): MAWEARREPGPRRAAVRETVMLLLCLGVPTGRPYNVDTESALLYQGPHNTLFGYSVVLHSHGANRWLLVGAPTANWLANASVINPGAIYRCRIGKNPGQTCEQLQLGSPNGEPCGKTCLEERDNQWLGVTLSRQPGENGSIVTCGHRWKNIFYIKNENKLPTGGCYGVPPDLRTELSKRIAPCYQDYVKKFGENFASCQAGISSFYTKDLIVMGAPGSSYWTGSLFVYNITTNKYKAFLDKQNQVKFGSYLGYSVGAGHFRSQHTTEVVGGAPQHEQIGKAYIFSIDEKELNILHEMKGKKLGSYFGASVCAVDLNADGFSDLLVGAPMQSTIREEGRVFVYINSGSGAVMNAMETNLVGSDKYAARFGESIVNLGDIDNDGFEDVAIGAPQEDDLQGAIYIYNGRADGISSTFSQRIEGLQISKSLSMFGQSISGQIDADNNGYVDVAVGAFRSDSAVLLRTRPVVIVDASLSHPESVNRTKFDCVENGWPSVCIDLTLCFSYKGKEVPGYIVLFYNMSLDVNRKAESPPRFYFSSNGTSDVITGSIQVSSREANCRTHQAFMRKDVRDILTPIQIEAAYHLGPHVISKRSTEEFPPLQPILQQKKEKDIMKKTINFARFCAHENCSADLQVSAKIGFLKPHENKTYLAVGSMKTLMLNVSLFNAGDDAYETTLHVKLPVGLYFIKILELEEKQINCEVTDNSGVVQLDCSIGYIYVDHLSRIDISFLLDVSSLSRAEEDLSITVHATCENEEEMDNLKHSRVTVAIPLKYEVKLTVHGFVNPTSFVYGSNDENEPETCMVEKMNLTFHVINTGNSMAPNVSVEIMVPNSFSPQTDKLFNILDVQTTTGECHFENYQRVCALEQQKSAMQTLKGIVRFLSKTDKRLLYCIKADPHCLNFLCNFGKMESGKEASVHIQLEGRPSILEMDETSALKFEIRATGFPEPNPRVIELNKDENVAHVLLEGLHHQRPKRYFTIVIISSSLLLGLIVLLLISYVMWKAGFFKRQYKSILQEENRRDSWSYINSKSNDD
# GRK2 inh = inhibitors of human GRK2 displacing RNA aptamer. inhibition of aptamer binding, % at 10 µM. bead flow cytometry, FAM-aptamer displacement from GRK2. P25098. actives 0.59% (n = 330,000);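 active means inhibition of aptamer binding above 40%, roughly 3 SD of noise, on plates passing a quality check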;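 further: median bead fluorescence of bound FAM aptamer so fluorescent compounds give negative values; no value below 0 was filed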
# Numbers without * were called inactive; i = inactive; ? = inconclusive; . = not tested or not shown.
1: COc1ccc(/C(C)=N/NC(=O)CNC(=O)c2cccnc2)cc1OC
2: CN(CCC#N)C(=S)NC(=O)c1ccc(S(=O)(=O)N2CCOCC2)cc1
3: CC(C)C(NC(=O)c1ccccc1F)C(=O)NCC(c1ccco1)N1CCCCC1 (stereo unspecified)
4: O=C(COC(=O)c1ccc[nH]c1=O)NCCC1=CCCCC1
5: CCc1nc(N2CCCCC2)c2oc3ccccc3c2n1
6: NC(=O)c1cccc(CC(=O)c2ccccc2)c1
7: CCN1CCN(c2nc(Nc3ccc(OC)cc3)nc(N)c2[N+](=O)[O-])CC1
8: Cc1ccccc1NS(=O)(=O)c1cc(S(C)(=O)=O)ccc1Cl
9: CCN(CC(=O)NCc1cccs1)C(=O)c1ccccc1Cl
10: Cc1cc(OCCCCNC(C)C)cc(C(C)C)c1

entry no.	1	2	3	4	5	6	7	8	9	10
MEP2 TOR yeast	97	99	106	100	105	96	98	98	84	100
LAP4-GFP MLPCN	101	102	93	90	102	104	100	91	95	94
CR mimetic SO	99	114	87	78	99	100	102	104	93	97
AGP1-GFP MLPCN	108	107	101	101	99	100	96	72	98	101
RPL19A TOR yeast	102	97	98	101	98	94	95	102	93	100
CIT2 TOR yeast	101	94	107	109	91	97	95	64	92	100
VLA-4 inh	2	0	12	0	1	6	17	26	16	6
GRK2 inh	6	1	1	0	0	0	0	2	0	0

11: CCSCc1nnc(SCC(=O)Nc2nc3ccccc3s2)n1C
12: O=C(Nc1ccc(F)cc1F)N1CCCN(c2ccc(C(F)(F)F)cn2)CC1
13: COc1ccc(OC)c(NC(=O)CCNS(=O)(=O)c2cccs2)c1
14: CCCCNCc1cc2ccccc2o1
15: COc1ccc(C2(C(=O)Nc3ccc(S(=O)(=O)Nc4nc(C)cc(C)n4)cc3)CCCC2)cc1OC
16: C=C(C)CSc1nnc2n(N)c(=O)c3ccccc3n12
17: COc1ccc2[nH]cc(CCNC(=O)C3CCCO3)c2c1 (stereo unspecified)
18: CCOC(=O)C(C)N1N=C(/C=C/c2ccc(C)cc2)CCC1=O (stereo unspecified)
19: CCC1CCCCN1C(=O)CCC(=O)Nc1nnc(C(F)(F)F)s1 (stereo unspecified)
20: CC1CCN(c2ccc3nnc(CCC(=O)NC(C)C)n3n2)CC1

entry no.	11	12	13	14	15	16	17	18	19	20
MEP2 TOR yeast	103	96	108	100	106	96	101	102	99	105
LAP4-GFP MLPCN	101	104	101	103	102	89	93	105	94	94
CR mimetic SO	100	110	88	88	106	103	92	105	103	71
AGP1-GFP MLPCN	110	97	119	108	103	92	97	104	98	98
RPL19A TOR yeast	103	97	106	102	105	98	100	103	97	101
CIT2 TOR yeast	110	94	113	102	105	96	97	88	102	103
VLA-4 inh	-6	10	3	2	2	12	9	14	5	9
GRK2 inh	0	0	1	0	3	0	0	2	0	0

21: Cc1cccc(N2CCN(C(=O)c3ccc(S(=O)(=O)N(C)c4ccccc4)cc3)CC2)c1C
22: CC(C)C(=O)Nc1ccc(Oc2ccc3c(c2)C(=O)NC3=O)cc1
23: CC(C)Oc1ccc(/C(O)=C2/C(=O)C(=O)N(CCN(C)C)C2c2ccco2)cc1 (stereo unspecified)
24: CCOC(=O)C1=C(C)N(C)C(C)=C(C(=O)OCC)C1c1ccccn1
25: c1ccc(NCc2cccc3ccccc23)nc1
26: CCc1nnc(NS(=O)(=O)c2ccc(NS(=O)(=O)c3ccccc3)cc2)s1
27: Cc1ccc(Cl)cc1NC(=O)COC(=O)C1CC1
28: CN1C(=O)NC(c2ccc(O)cc2)C2=C1CN(c1ccccc1)C2=O (stereo unspecified)
29: Cc1ccc(-n2c(=O)[nH]c3ncccc3c2=O)cc1
30: O=C1S/C(=C\c2ccccn2)C(=O)N1Cc1ccccc1F

entry no.	21	22	23	24	25	26	27	28	29	30
MEP2 TOR yeast	95	101	100	97	106	101	100	102	98	74
LAP4-GFP MLPCN	97	96	95	91	90	98	93	94	98	82
CR mimetic SO	77	107	107	99	101	i	105	94	98	105
AGP1-GFP MLPCN	101	102	102	98	97	92	92	105	103	98
RPL19A TOR yeast	95	100	100	96	108	97	100	101	102	107
CIT2 TOR yeast	107	98	103	91	102	107	101	99	100	98
VLA-4 inh	2	-4	6	27	2	-4	4	3	6	0
GRK2 inh	0	4	1	1	0	1	3	0	0	0

31: COc1ccc(C2CC(c3ccc(F)cc3)n3nc(NS(C)(=O)=O)nc3N2)cc1 (stereo unspecified)
32: CCCCCC(=O)N1CCN(S(=O)(=O)c2ccc3c(c2)OCCO3)CC1
33: Cc1nnc(C)n1/N=C/C=C/c1ccccc1
34: COc1ccc(-c2c(C)oc3ccc(C)cc23)cc1
35: O=C(NC1CCN(S(=O)(=O)c2ccccc2F)CC1)c1ccco1
36: CCN(CC)c1ccc(NC(=O)C2CCCN(S(=O)(=O)c3cnc[nH]3)C2)c(C)c1 (stereo unspecified)
37: Cc1nc(-c2nc(-c3c(C(=O)NNC(=O)Nc4ccccc4)noc3C)cs2)cs1
38: Cn1c(SCc2ccc([N+](=O)[O-])cc2)nnc1-c1cccnc1
39: CCOC(=O)c1[nH]c(COC(=O)CCCOc2ccccc2)c(C(=O)OCC)c1C
40: COc1cc(OC)cc(C(=O)N[C@H](C(=O)Nc2cccc(S(=O)(=O)N3CCCC3)c2)C(C)C)c1

entry no.	31	32	33	34	35	36	37	38	39	40
MEP2 TOR yeast	100	94	?	103	95	96	100	100	113	104
LAP4-GFP MLPCN	102	91	?	105	90	96	116	97	107	106
CR mimetic SO	102	98	92	89	87	90	98	138	113	89
AGP1-GFP MLPCN	104	107	?	109	91	101	108	103	107	106
RPL19A TOR yeast	97	97	?	103	95	98	98	105	104	98
CIT2 TOR yeast	96	107	?	108	103	99	109	107	109	101
VLA-4 inh	-5	15	6	0	-2	-22	3	-6	-2	-7
GRK2 inh	0	0	1	0	5	0	1	0	4	1

# Copied from the list.
# `CCC1CCCCN1C(=O)CCC(=O)Nc1nnc(C(F)(F)F)s1` (stereo unspecified) – AGP1-GFP MLPCN = 98
# `COc1ccc(OC)c(NC(=O)CCNS(=O)(=O)c2cccs2)c1` – MEP2 TOR yeast = 108
# `CCN1CCN(c2nc(Nc3ccc(OC)cc3)nc(N)c2[N+](=O)[O-])CC1` – CR mimetic SO = 102

# (listing goes on)
41: COc1ccc(N(CC(=O)N2CCN(c3ccccc3)CC2)S(=O)(=O)c2ccc(C)cc2)cc1
42: Cc1ccc(CNC(=O)c2cc3cc(Br)ccc3oc2=N)cc1
43: Cc1oc2cc3oc(=O)c(CCC(=O)NCCCn4ccnc4)c(C)c3cc2c1C
44: CCCCS(=O)(=O)C(=C1Nc2ccccc2N1)S(=O)(=O)CCCC
45: CCOC(=O)/C(=N\Nc1ncnc2ccccc12)c1ccc(C)cc1
46: O=C(c1ccc(Cn2c(=O)[nH]c3ccccc3c2=O)cc1)N1CCN(c2ccccn2)CC1
47: COc1ccc(-n2nc(C(=O)N(C)C)nc2-c2ccccc2)cc1
48: O=C(NCC1CCCO1)C1CCCN(Cc2cnn(-c3ccccc3)c2-n2cccc2)C1 (stereo unspecified)
49: COC(=O)c1ccc(CSc2nc3c(c(=O)n2-c2ccc(F)cc2)SCC3)o1
50: CCCOc1ccc(N2C(=O)CC(N3CCN(c4ccc([N+](=O)[O-])cc4)CC3)C2=O)cc1 (stereo unspecified)

entry no.	41	42	43	44	45	46	47	48	49	50
MEP2 TOR yeast	98	110	100	91	108	100	100	98	103	91
LAP4-GFP MLPCN	89	114	104	86	103	94	86	95	100	88
CR mimetic SO	108	101	113	99	110	90	100	99	96	107
AGP1-GFP MLPCN	98	118	98	90	99	96	89	98	103	88
RPL19A TOR yeast	101	114	97	89	107	96	93	97	98	98
CIT2 TOR yeast	103	109	95	87	108	93	93	99	97	89
VLA-4 inh	-2	2	8	18	-3	26	17	15	9	16
GRK2 inh	7	0	2	2	1	2	1	0	1	2

# Ordered by SMILES length (rising): some entries from above.
27: Cc1ccc(Cl)cc1NC(=O)COC(=O)C1CC1
34: COc1ccc(-c2c(C)oc3ccc(C)cc23)cc1
21: Cc1cccc(N2CCN(C(=O)c3ccc(S(=O)(=O)N(C)c4ccccc4)cc3)CC2)c1C

entry no.	27	34	21
MEP2 TOR yeast	100	103	95
LAP4-GFP MLPCN	93	105	97
CR mimetic SO	105	89	77
AGP1-GFP MLPCN	92	109	101
RPL19A TOR yeast	100	103	95
CIT2 TOR yeast	101	108	107
VLA-4 inh	4	0	2
GRK2 inh	3	0	0

# The list continues.
51: O=C(Nc1ccc(Br)cc1)c1cc2ccccn2n1
52: COc1ccc(CSc2nnc(C)n2N)cc1[N+](=O)[O-]
53: CN(C)c1ccnc2sc3c(SCc4ccc(Cl)cc4)ncnc3c12
54: COc1ccc(NS(=O)(=O)c2csc(C(=O)N3CCCC3)c2)cc1
55: Cc1ccnc(NS(=O)(=O)c2cccs2)c1
56: CC(NC(=O)c1ccc2c(c1)C(=O)N(Cc1cccnc1)C2=O)c1ccccc1 (stereo unspecified)
57: Cc1ccc2ccc(C(Nc3cccc(C(F)(F)F)c3)c3cccnc3)c(O)c2n1 (stereo unspecified)
58: Cc1ccc(CONC(=O)c2ccc(C)cc2)cc1
59: O=C1CCC(C(=O)NCc2ccc3c(c2)OCO3)N1 (stereo unspecified)
60: Cc1ccc(C)c(NC(=O)NNS(=O)(=O)c2ccc(C)c(C)c2)c1

entry no.	51	52	53	54	55	56	57	58	59	60
MEP2 TOR yeast	101	96	111	106	103	94	111	116	98	95
LAP4-GFP MLPCN	104	101	92	99	95	71	101	125	101	75
CR mimetic SO	95	106	102	107	96	86	83	118	98	109
AGP1-GFP MLPCN	110	109	97	99	108	92	113	106	101	97
RPL19A TOR yeast	102	101	99	101	98	105	111	105	99	106
CIT2 TOR yeast	77	97	101	98	107	.	110	108	95	99
VLA-4 inh	-10	9	13	18	-1	5	0	31	7	2
GRK2 inh	0	0	24	3	0	5	2	1	2	0

61: Cc1ccc(-c2cnc(SCCNC(=O)c3ccco3)[nH]2)cc1
62: O=C(NCCSCc1ccccc1)c1cc(S(=O)(=O)N2CCOCC2)ccc1F
63: Cc1ccc2c(c1)N(CC(=O)N1CCCCC1C)C(=O)CO2 (stereo unspecified)
64: COc1ccc(S(=O)(=O)NC2CC(=O)N(c3ccc(C)c(C)c3)C2)cc1C (stereo unspecified)
65: CCCC(=O)Nc1ccccc1-c1nnn(CC(=O)Nc2ccc(OC)cc2)n1
66: C/C(=N\Nc1ccc2nncn2n1)c1ccco1
67: COc1ccc(S(=O)(=O)Nc2nc3ccccc3s2)cc1
68: CCCCn1c(-c2ccc(Cl)c(Cl)c2)nc2cc3[nH]c(=O)c(C(C)C)nc3cc21
69: O=C(COC(=O)C1(c2ccc(F)cc2)CCCC1)N1CCc2ccccc21

entry no.	61	62	63	64	65	66	67	68	69
MEP2 TOR yeast	96	109	98	100	97	115	95	97	105
LAP4-GFP MLPCN	89	109	100	100	91	105	95	129	104
CR mimetic SO	105	105	104	92	103	96	112	110	98
AGP1-GFP MLPCN	101	77	101	104	87	91	99	85	106
RPL19A TOR yeast	95	105	99	99	92	97	96	100	105
CIT2 TOR yeast	105	78	101	111	90	93	90	83	100
VLA-4 inh	0	4	2	-1	2	-14	4	-22	-20
GRK2 inh	1	4	1	0	1	1	4	6	3

# The order is random; about 1.7% have a hit in one of these screens.
